# Compound activity from PubChem.
# RSV antiviral HEp-2: inhibition of RSV-induced cytopathic effect – HEp-2 cells, primary 10 µM value included (AID 2391); HEp-2 cells, RSV-induced CPE inhibition; higher % means a stronger effect; CPE inhibition, % at 10 µM, or IC50 in µM where a hit was titrated; 310,000 compounds, 0.13% hits; in the data active = a potency from the dose series; inconclusive = CPE inhibition mostly from about 23% at the one dose, without a potency; inactive = the rest, 99 in 100 with CPE inhibition below about 21%; also: strong numbers were not always called active
# PhoP inhibition: inhibitors of PhoP regulon expression, primary screen, Salmonella Typhimurium, GFP reporter (AID 1863). inhibition, % at 50 µM, or IC50 in µM where a hit was titrated. 300,000 compounds, 0.16% hits. S. Typhimurium PhoP-regulated promoter GFP reporter, 4 h; higher % means a stronger effect;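 active = inhibition over 29.93%, a cutoff 3 SD above the screen mean, later confirmed by dose response; inconclusive = inhibition over 29.93% but no dose response follow-up; inactive = inhibition at most 29.93% or unconfirmed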;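 also: 0% = low Mg2+ inducing control and 100% = high Mg2+ repressing control; strong numbers were not always called active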
# Large T inhibition: TAg ATPase/helicase activity blockers – biochemical (AID 1903); SV40 large T antigen ATPase/helicase inhibition assay; higher % means a stronger effect; one-dose inhibition, % at 20 µM; IC50 in µM for titrated hits; 310,000 compounds, 0.39% hits; in the data active = a potency from the dose series; inconclusive = inhibition mostly from about 32% at the one dose, without a potency; inactive = the rest, 99 in 100 with inhibition below about 32%; also: strong numbers were not always called active
# West Nile virus CPE: inhibition of WNV-induced cytopathic effect – cell-based, CPE readout (AID 1621); West Nile virus-infected cells, CPE inhibition; higher % means a stronger effect; CPE inhibition, % at 10 µM; hits with a dose series show IC50 in µM; 290,000 compounds, 0.02% hits; in the data active = a potency from the dose series; inconclusive = CPE inhibition mostly from about 3.7% at the one dose, without a potency; inactive = the rest, 99 in 100 with CPE inhibition below about 2.2%; also: strong numbers were not always called active
# LYP inhibition: inhibitors of LYP phosphatase, biochemical, fluorescence intensity, uHTS (AID 1779); recombinant LYP phosphatase, fluorescence intensity; higher % means a stronger effect; inhibition, % at 11.5 µM, or IC50 in µM where a hit was titrated; 290,000 compounds, 0.054% hits; in the data active = inhibition above about 50%;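 also: plate controls were vehicle with enzyme for no effect and no enzyme for full effect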
# ER stress rescue: protection against thapsigargin-triggered cell killing – 384-well, CSM14.1, ATP luminescence, primary screen (AID 1222). cellular ATP content (survival), % at 20 µM; hits with a dose series show EC50 in µM. 190,000 tested, under 10 active. CSM14.1 thapsigargin-induced death rescue, ATP luminescence; higher % means a stronger effect;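 active = EC50 below 50 µM in the dose-response confirmation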;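 also: death triggered by thapsigargin at about 15 µM added after 2 h compound pretreatment; cell ATP read after overnight thapsigargin exposure of roughly 18 to 22 hours; normalized against plate controls of thapsigargin alone and 5% DMSO vehicle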
# NS5 inhibitors: flavivirus cap methylation enzyme inhibition – biochemical, confirmation dose response, primary screen (AID 588689). Dengue-2 NS5 methyltransferase capping enzyme assay, biochemical; higher % means a stronger effect. one-dose inhibition, % at 25 µM; IC50 in µM for titrated hits. 340,000 compounds, 0.3% hits; in the data active = a potency from the dose series; inconclusive = inhibition above about 29% without an active follow-up result
# MgcRacGAP inhibition: MgcRacGAP GTPase-activating activity inhibitors, confirmation, biochemical, ADP Hunter fluorescence; MgcRacGAP-stimulated Rac1 GTP hydrolysis, ADP Hunter fluorescence; higher % means a stronger effect; GST-tagged Rac1 F28L mutant substrate; one-dose inhibition, % at 30 µM; IC50 in µM for titrated hits; 340,000 compounds, 0.6% hits; AID 624330;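 active = first-screen hits whose inhibition reached a set limit at any dose in the follow-up dose series; inconclusive = inhibition above the set first-screen limit but never retested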;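 also: fluorescence reports GDP produced by GAP-driven GTP hydrolysis; strong numbers were not always called active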
# GPR35 arrestin U2OS: inhibition of zaprinast-stimulated GPR35 beta-arrestin translocation – imaging, U2OS, beta-arrestin-GFP, zaprinast agonist, primary screen (AID 2058); U2OS GPR35 beta-arrestin-GFP translocation imaging, zaprinast antagonism; higher % means a stronger effect; one-dose inhibition, % at 10 µM; IC50 in µM for titrated hits; 290,000 compounds, 0.052% hits;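 active = inhibition of at least 50% with at least 30 cells and total cytoplasm GFP at most 10,000,000; inconclusive = under 30 cells or total GFP of 10,000,000 plus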
# Active calls of the source: *; ? = inconclusive; . = not tested or not shown. No enrichment for hits; about 1.5% have a hit in one of these screens.
item | canonical_smiles | RSV antiviral HEp-2 | PhoP inhibition | Large T inhibition | West Nile virus CPE | LYP inhibition | ER stress rescue | NS5 inhibitors | MgcRacGAP inhibition | GPR35 arrestin U2OS
1 | CCCCn1c(N)c(N(CCOC)C(=O)CSc2nc3ccc(C)cc3[nH]2)c(=O)[nH]c1=O | 1.6% | 1% | 4% | -0.1% | -4% | 1.3% | -3% | 0% | 0%
2 | Cc1cc(S(=O)(=O)N2CCOCC2)ccc1OCC(=O)Nc1cccc(C(F)(F)F)c1 | 0.6% | -1% | 9% | -0.2% | -8% | . | -1% | 5% | 21%
3 | COC(=O)c1cc2occc2n1CC(=O)Nc1cc(OC)cc(OC)c1 | 2.1% | -3% | -14% | -0.3% | -7% | -0.3% | 3% | 13% | 37%
4 | CC(C)n1c(Nc2ccccc2)nc2ccccc21 | -0.1% | -9% | 14% | -0.7% | -8% | -5.9% | -2% | 10% | -8%
5 | O=C1Nc2ccc(F)cc2C12Nc1ccccc1-c1nnc(SCc3ccccc3Cl)nc1O2 (stereo not drawn) | 9.9% | -21% | 14% | -0.1% | 0% | -1.9% | >100µM* | 8% | 10%
6 | COc1ccc(C)cc1NCc1ccc(OC)c(C)c1OC | 2.2% | 0% | 16% | -0.5% | -3% | . | -1% | 59µM* | 3%
7 | Oc1ccc(Cl)cc1CNCc1ccc(F)cc1 | -1.5% | . | 2% | . | . | . | -14% | 9% | .
8 | Nc1c(C=C2C=CC(=O)C=C2)c(=O)nc2sc(CC(=O)N3CCCCC3)nn12 | -1.4% | 2% | 14µM* | 0.4% | -6% | . | -13% | 12% | 4%
9 | CC(C)CCC1=NN(C(=O)c2ccco2)C(O)(C(F)(F)F)C1 (stereo not drawn) | 1.5% | 0% | 6% | -1.1% | -5% | 3.1% | 2% | 3% | -6%
10 | O=C(CNS(=O)(=O)c1ccc(Br)s1)NCc1ccc(F)cc1 | -0.6% | 8% | 11% | -0.1% | -7% | . | -3% | 6% | -10%
11 | CCCCOC(=O)C[N+](C)(C)CCOC1CC2CCC1(C)C2(C)C (stereo not drawn) | 0.1% | -10% | 11% | -0.1% | -7% | 2.0% | -5% | 0% | 10%
12 | CCOC(=O)C(C)Oc1ccc(NC(=O)C(Cl)Cl)cc1 (stereo not drawn) | 1.9% | -2% | 2% | 0.3% | -4% | . | 2% | -2% | 14%
13 | CCS(=O)(=O)N1CCC(NC(=O)c2cc(OC)cc(OC)c2)CC1 | 0.8% | 6% | -5% | -0.3% | 1% | -1.1% | -2% | 5% | -2%
14 | CCOC(=O)c1sc(NC(=O)CN2C(=O)NC3(CCCCCCC3)C2=O)c(C(=O)OCC)c1C | 1.5% | 0% | 12% | -0.4% | 7% | . | -12% | -2% | 2%
15 | C=CCOc1ccccc1CN1CCC(CO)(CCOc2ccccc2)CC1 | -2.6% | -7% | 2% | -1.0% | -12% | -3.1% | 0% | 4% | -13%
16 | COC(=O)c1sccc1S(=O)(=O)NC(C)c1cnn(-c2ccc(OC)cc2)c1C (stereo not drawn) | 12% | -6% | 6% | -0.9% | -5% | . | -6% | 6% | 2%
17 | Cc1ccc(Cl)cc1N1CCN(S(C)(=O)=O)CC1 | 4.6% | 9% | 2% | 0.4% | -6% | -4.4% | 2% | 0% | -5%
18 | O=C(CSc1nnc(-c2cccnc2)o1)Nc1ccc(Br)cc1 | 0.3% | 10% | -5% | 0.1% | -14% | . | -4% | 6% | 13%
19 | Cc1cc(C)c2sc(N(CCN(C)C)C(=O)CCS(=O)(=O)c3ccccc3)nc2c1 | -0.4% | 3% | 4% | -0.4% | -12% | . | 3% | -1% | 20%
20 | COc1ccc2[nH]c(C)c(C(=O)CN3CC(C)OC(C)C3)c2c1 (stereo not drawn) | 3.1% | 3% | 28% | . | -1% | 2.1% | 3% | 7% | 0%
21 | Cc1ccc(C)c(OCCn2cc(/C=C(/C#N)C(=O)NCC3CCCO3)c3ccccc32)c1 (stereo not drawn) | 10% | -14% | 4% | -1.0% | 12% | 0.3% | -10% | 6% | -5%
22 | CC(C)Cn1c(=O)c2c(nc3n2CCCN3Cc2ccccc2)n(C)c1=O | ? | -2% | 11% | -1.0% | 1% | . | 2% | 7% | -4%
23 | CCCc1nnc(NC(=O)c2ccncc2)s1 | 0.2% | -4% | 23% | 0.7% | 1% | -1.4% | 0% | -12% | -6%
24 | COc1cc(S(=O)(=O)N2CCCCC2)ccc1NC(=O)/C=C/c1ccccc1 | 7.7% | 1% | -2% | -0.5% | 9% | 4.5% | -1% | 0% | -5%
25 | CCOC(=O)Cn1c(=O)c2c(nc3n2CCCCN3c2ccc(C)cc2)n(C)c1=O | 2.7% | 5% | 0% | -1.4% | -2% | 3.4% | 3% | 8% | 1%
26 | O=C(O)c1ccc(CSc2nc3ccc(NC(=O)c4ccccc4C(=O)O)cc3s2)cc1 | 1.1% | -3% | ? | 0.6% | -4% | -0.8% | 5% | 4% | -3%
27 | O=C1CN=C(Nc2ccc(Cl)cc2)N1c1ccccc1 | -1.6% | 16% | -10% | 0.0% | 1% | 3.5% | -3% | 13% | 0%
28 | NC(=O)CSc1nc(-c2ccccc2)nc2ccccc12 | 0.3% | -7% | 3% | 1.0% | -2% | . | 6% | 1% | -3%
29 | COc1ccc(OC(=O)c2cnn(-c3ccccc3)c2C)cc1 | 4.6% | 13% | 8% | -0.3% | 7% | -3.4% | -4% | 6% | 8%
30 | COc1cc(C(=O)c2cocc2C(=O)c2ccc3c(c2)OCO3)cc(OC)c1OC | -0.8% | 0% | 4% | -0.1% | 7% | . | 2% | 8% | 9%

# The final four compounds of the part before lead into the next.
item | canonical_smiles | RSV antiviral HEp-2 | PhoP inhibition | Large T inhibition | West Nile virus CPE | LYP inhibition | ER stress rescue | NS5 inhibitors | MgcRacGAP inhibition | GPR35 arrestin U2OS
27 | O=C1CN=C(Nc2ccc(Cl)cc2)N1c1ccccc1 | -1.6% | 16% | -10% | 0.0% | 1% | 3.5% | -3% | 13% | 0%
28 | NC(=O)CSc1nc(-c2ccccc2)nc2ccccc12 | 0.3% | -7% | 3% | 1.0% | -2% | . | 6% | 1% | -3%
29 | COc1ccc(OC(=O)c2cnn(-c3ccccc3)c2C)cc1 | 4.6% | 13% | 8% | -0.3% | 7% | -3.4% | -4% | 6% | 8%
30 | COc1cc(C(=O)c2cocc2C(=O)c2ccc3c(c2)OCO3)cc(OC)c1OC | -0.8% | 0% | 4% | -0.1% | 7% | . | 2% | 8% | 9%
31 | CC1=NN(C(=O)c2ccccc2Cl)C(O)(c2ccccc2)C1 (stereo not drawn) | 2.1% | 1% | 5% | -0.8% | -12% | . | -2% | 9% | 8%
32 | N#Cc1c(NC(=O)COC(=O)c2nccnc2N)sc2c1CCCC2 | -0.4% | -1% | 27% | . | . | . | 6% | -7% | .
33 | Cc1ccc(-n2nc(-c3cccnc3)cc2C(=O)N2CCOCC2)c(C)c1 | 3.3% | -5% | 2% | 0.0% | -7% | -1.4% | 2% | 6% | 8%
34 | CN(c1ccc(O)cc1)c1nc(O)c(C2=c3ccccc3=NC2=O)s1 | 3.7% | . | 11% | . | . | . | 7% | 5% | .
35 | CCC1=NN2C(=N)/C(=C\c3ccc(OCCOc4ccccc4OC)cc3)C(=O)N=C2S1 | 0.9% | 0% | 25% | -0.3% | 5% | . | -2% | 8% | -4%
36 | C#CCOc1ccc(/C=N/O)cc1Cl | -0.8% | 33% | -8% | -0.6% | -12% | -2.2% | 4% | 8% | -7%
37 | CCN(C(=O)c1ccc2c(=O)n3c(nc2c1)CCCCC3)c1ccccc1C | 1.5% | -12% | 8% | -0.6% | -7% | . | 4% | -15% | -8%
38 | CN1CCC(N(C)S(=O)(=O)c2ccc(NC(=O)COc3ccc(F)cc3Cl)cc2)CC1 | -0.8% | 4% | -3% | -0.1% | -5% | . | -7% | 6% | 12%
39 | Cc1ccnc(NC(=O)C2CCN(S(=O)(=O)c3c(C)c(C)cc(C)c3C)CC2)c1 | 22% | 5% | 12% | 1.4% | -2% | . | -1% | 6% | -24%
40 | COc1ccc(C(C)=O)cc1COC(=O)CCCN1C(=O)c2ccccc2C1=O | 1.6% | 1% | 4% | 0.6% | -12% | 3.2% | -5% | 5% | 2%
41 | CCCc1nc2ccccc2c2nc(N)nn12 | 0.6% | 9% | -3% | 0.5% | -3% | 0.3% | 1% | 5% | 22%
42 | Cc1nc2ccc(S(=O)(=O)NCC(=O)N3CCOCC3)cc2s1 | 0.4% | 2% | 1% | 0.3% | 1% | -1.4% | -2% | 6% | -1%
43 | N#Cc1nc(Cc2cccc3ccccc23)oc1NCc1ccc2c(c1)OCO2 | 6.5% | 12% | 2% | -0.7% | -7% | 1.6% | 8% | 11% | -14%
44 | CC(=O)c1cccc(NC(=O)Cc2ccc3c(c2)CCCC3)c1 | 4.7% | -2% | -1% | 0.0% | -3% | -1.2% | -9% | 6% | 0%
45 | COc1ccc(Cl)cc1NC(=O)C(C)Sc1n[nH]c(N)n1 (stereo not drawn) | 0.9% | -1% | 9% | 0.1% | 3% | -1.3% | -3% | 3% | 2%
46 | COCCN(C(=O)CCC(=O)Nc1cc(C)on1)C(C(=O)NC1CCCC1)c1ccccc1F (stereo not drawn) | -0.3% | 5% | -1% | -0.8% | -9% | . | -4% | -4% | 1%
47 | CCN(CC)S(=O)(=O)c1ccc(NS(=O)(=O)c2ccc(F)cc2)cc1 | 2.6% | -7% | 17% | 0.1% | -6% | -0.7% | 5% | 11% | -20%
48 | CCOc1ccc2[nH]c(=O)c(CN(CCO)C(c3nnnn3C3CCCCC3)C(C)C)cc2c1 (stereo not drawn) | . | -4% | 8% | -0.5% | 0% | -2.8% | -1% | 4% | 2%
49 | COc1cc(C2=Nc3ccc(Br)cc3C(c3ccccc3)N2CC(=O)NN)cc(OC)c1OC (stereo not drawn) | 2.6% | -1% | 11% | -0.6% | 0% | . | . | . | 15%
50 | O=C(NCc1ccc(Cl)cc1)C1CCC(CNS(=O)(=O)c2ccccc2)CC1 (stereo not drawn) | 1.4% | -1% | 6% | -0.6% | -8% | . | -7% | 7% | 2%
51 | COc1ccc(OC)c(C2C(C#N)=C(N)Oc3cc(C)[nH]c(=O)c32)c1 (stereo not drawn) | -1.6% | -11% | 12% | . | -5% | -0.8% | 3% | 6% | -17%
52 | COc1ccc(C(=O)Nc2ccc(C(=O)OCC(=O)c3ccccc3)cc2)cc1 | 3.9% | 14% | 5% | 1.1% | -8% | -0.2% | -3% | -8% | -13%
53 | CCOC(=O)c1[nH]c(C)c(C(=O)N2CCCC(Nc3ccc(C)c(C)c3)C2)c1C (stereo not drawn) | 0.0% | -1% | . | 0.1% | -10% | . | 7% | -2% | 7%
